CFTR F508del cor = correctors of CFTR F508del function in bronchial epithelial cells. CFBE cells, YFP halide quenching; stimulated with forskolin plus potentiator P3; % fluorescence drop versus neutral controls. activity (quench increase), % at 7.58 µM. 0.36% of 350,000 active;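 active = mean added fluorescence quench of at least 8% versus neutral control, with both replicates also reaching 8%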;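 note: cells transiently co-express mutant CFTR-F508del with the halide-sensitive YFP; corrector assay measuring rescue of mutant channel to the surface after 24 h compound exposure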
RAD52 inh = inhibitors of human RAD52 DNA annealing; P43351; recombinant RAD52 DNA annealing, FRET fluorescence; inhibition, % at 18.7 µM; 0.46% of 360,000 active; AID 651710;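 active = every replicate showing at least 50% inhibition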
ARNT-TACC3 inh = ARNT/TACC3 interaction disruption | Q9Y6A5 | AlphaScreen His-ARNT PAS-B/GST-TACC3 binding, luminescence; TACC3 fragment carries E629A point mutation | inhibition, % at 9.99 µM | 0.66% of 390,000 active;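 active = mean inhibition of replicates at least 50% and at least half of replicates each reaching 50%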;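 note: 0% = complete ARNT plus TACC3 wells and 100% = ARNT alone without TACC3; many hits fall short of the cut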
RAD54 inh = RAD54 (human) branch migration inhibition; Q92698; RAD54 Holliday junction branch migration, FAM/BHQ fluorescence; inhibition, % at 10.4 µM; 0.14% of 360,000 active; AID 602329;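 active = mean normalized replicate activity at least 40 and at least half of replicates scoring 40 or more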;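 note: 0% = median of neutral control wells and 100% = median of positive control wells; inhibitors cause a drop in the FAM fluorescence signal; in these data hits start at about 50%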
Xi reactivation = activators of X-chromosome reactivation in mouse fibroblasts. XiGFP mouse fibroblasts, % GFP-positive cells imaging, 3 d; cells co-treated with 5-aza-dC sensitizer; scaled so ellipticine positive control = 100%. activation, % at 7.58 µM. 0.055% of 360,000 active;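 active = mean normalized replicate activation at least 10% and every replicate at or above 10%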;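 note: 0% = median of on-plate neutral control wells and 100% = ellipticine 6 µM median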
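System: SV40-immortalized XiGFP fibroblast cells, line 68-5-11 / Incubation: 3-day compound exposure, then 15 min fixation at room temperature / Compound: single concentration per compound, delivered by pin transfer / Buffer or medium: DMEM plus 5-aza-dC sensitizer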
esBAF inh = SWI/SNF esBAF complex inhibition | mouse ES cells, Bmi1-luciferase knock-in reporter, 24 h; 100% = twice the neutral-well signal | reporter increase, % at 12.5 µM | 2% of 350,000 active; in the data active = activation above about 40%;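 note: 0% = median of the plate's neutral control wells and 100% = double that signal; a rise in the Bmi1 reporter signal indicates esBAF inhibition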
GSIS activator = primary screen for activators of insulin secretion dependent on glucose, INS-1E cells, GLuc reporter luminescence; activation, % at 16.6 µM; 0.61% of 370,000 active; INS-1E GLuc reporter insulin secretion, 2-3 h;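 active = lowest replicate activation of at least 40%, so every replicate reaches that level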;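 note: 0% = median of neutral control wells and 100% = median of IBMX positive control wells; some compounds called inactive have numbers as strong as hits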
ERAP1 HTS inh = inhibitors of human ERAP1 aminopeptidase; Q9NZ08; recombinant ERAP1, Leu-AMC fluorescence, 60 min; inhibition, % at 10.7 µM; 0.15% of 340,000 active; AID 652197;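 active = mean replicate inhibition of at least 30%, or all replicates individually reaching that 30% level; inactive = mean below 30% and not every replicate reaching it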;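 note: 0% = neutral control wells and 100% = L-leucinethiol positive control wells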
Target sequence (Q9NZ08 whole entry, looked up): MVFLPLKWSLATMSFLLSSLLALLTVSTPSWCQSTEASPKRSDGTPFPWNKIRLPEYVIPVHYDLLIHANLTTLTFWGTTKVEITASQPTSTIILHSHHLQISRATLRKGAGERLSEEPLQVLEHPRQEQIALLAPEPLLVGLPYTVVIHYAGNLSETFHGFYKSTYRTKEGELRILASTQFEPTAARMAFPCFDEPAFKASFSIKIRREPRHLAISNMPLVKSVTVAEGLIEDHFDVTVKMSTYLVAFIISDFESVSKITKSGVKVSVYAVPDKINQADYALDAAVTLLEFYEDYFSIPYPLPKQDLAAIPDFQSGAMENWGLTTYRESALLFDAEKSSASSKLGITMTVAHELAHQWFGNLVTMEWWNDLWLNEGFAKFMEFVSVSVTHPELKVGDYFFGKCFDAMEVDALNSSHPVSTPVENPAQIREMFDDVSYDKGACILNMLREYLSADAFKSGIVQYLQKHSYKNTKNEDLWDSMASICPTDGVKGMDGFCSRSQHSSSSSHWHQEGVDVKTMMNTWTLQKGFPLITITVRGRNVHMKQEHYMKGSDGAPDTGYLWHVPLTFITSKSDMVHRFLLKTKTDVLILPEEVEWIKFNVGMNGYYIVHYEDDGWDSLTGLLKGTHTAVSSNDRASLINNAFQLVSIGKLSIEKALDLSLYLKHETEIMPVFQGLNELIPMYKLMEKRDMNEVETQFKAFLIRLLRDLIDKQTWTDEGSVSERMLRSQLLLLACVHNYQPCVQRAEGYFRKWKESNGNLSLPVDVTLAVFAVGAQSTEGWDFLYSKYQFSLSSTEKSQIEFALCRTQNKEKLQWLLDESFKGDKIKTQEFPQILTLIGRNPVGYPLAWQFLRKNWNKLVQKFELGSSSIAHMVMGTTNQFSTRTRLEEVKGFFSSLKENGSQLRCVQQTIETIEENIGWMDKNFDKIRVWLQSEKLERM
Starred values were filed as active, the others as inactive; nt = not tested or not shown; & = joins results of further samples. Not a hit list. About 3.3% of those tested had a hit in this group.

SMILES	CFTR F508del cor	RAD52 inh	ARNT-TACC3 inh	RAD54 inh	Xi reactivation	esBAF inh	GSIS activator	ERAP1 HTS inh
C[C@H](CO)N1C[C@H](C)[C@@H](CN(C)CC2CCCCC2)Oc2ccc(NC(=O)c3ccncc3)cc2CC1=O	-3.9	17.6	0.0	-3.4	0.0	-5.7	0.8	-0.4
CCOC(=O)C1CCN(CC(=O)NC(=O)NC2CCCCC2)CC1	-4.3	-15.0	-1.6	nt	0.0	nt	2.2	-4.6
C[C@@H]1CN([C@@H](C)CO)S(=O)(=O)c2ccc(C#C[C@@H](C)O)cc2O[C@H]1CN(C)CC1CCOCC1	0.9	16.7	-0.6	3.1	-0.2	-5.4	5.4	-5.4
CC1(C)CC(NNCCC#N)=CC(=[N+]2CCCC2)C1	-1.3	-9.6	2.9	nt	0.0	-1.2	17.1	-0.6
O=C(C[C@@H]1CC[C@@H]2[C@H](COC[C@@H](O)CN2Cc2cccc(C(F)(F)F)c2)O1)NCCc1ccncc1	0.0	6.5	-0.7	-6.8	0.3	-6.9	2.4	-2.1
Cc1cccc(N2C(=O)N3[C@H](c4ccc(Br)cc4)[C@@H]4C(=O)N(C(C)(C)C)C(=O)[C@@H]4[C@]3(Cc3ccc(Cl)cc3)C2=O)c1	-2.9	-12.7&-9.1	-4.5	-5.1	-0.2	4.2	-0.4	1.6&-2.4
Cn1c(=O)c2c(ncn2CC(=O)OCC(=O)Nc2sccc2C(N)=O)n(C)c1=O	-2.0	-11.2	0.7	-1.3	-0.1	0.1	15.5	-2.6
Cc1noc(C)c1NC(=O)N(C)C[C@@H]1Oc2ccc(NC(=O)Nc3ccccc3)cc2CC(=O)N([C@H](C)CO)C[C@H]1C	0.1	7.9	2.8	9.0	0.0	-0.1	13.4	1.4
Cc1ccc(N(CC(N)=O)C2SC(=O)N(Cc3cccc(C(=O)O)c3)C2=O)cc1 (centres undefined)	nt	nt	0.5	-9.0	nt	-5.7	6.0	nt
O=C(COC(=O)c1ccccc1Nc1ccccc1)NCc1ccccc1Cl	nt	nt	-0.5	5.0	0.2	nt	19.9	nt
Cc1cc(C)n2cc(CSc3ccccn3)nc2n1	-0.7	-6.2	-6.8	nt	0.2	nt	-2.2	-1.5
CC(=O)N1c2ccc(S(=O)(=O)NCC3CCC(C(=O)N(C)Cc4ccccc4)CC3)cc2CC1C (centres undefined)	-4.4	0.1	-4.4	2.5	0.3	-1.5	-16.3	-2.6
CCOC(=O)C1CCN(c2c(N(C)Cc3ccco3)c(=O)c2=O)CC1	0.1	-8.5	-34.9	-9.1	0.0	4.7	22.9	nt
CCN(CC(=O)Nc1ccc2c(c1)OCCO2)C(=O)c1ccc([N+](=O)[O-])s1	-2.5	4.6	11.2	0.1	0.5	3.8	-3.1	1.1
COC(=O)c1cc(OC)c(OC)cc1NC(=O)c1ccccc1C	2.0	-11.7	0.3	nt	0.0	-5.4	5.4	-1.5
O=C(O)c1ccc(CCCc2ccccc2)cc1	-1.0	-8.8	-11.0	4.2	0.0	nt	15.5	-72.1
Cc1ccc2c(c1)C1OCCC1C1N2C(=O)C2C(C(=O)O)C3C=CC21O3 (centres undefined)	nt	-16.8	-41.4	3.6	nt	2.6	-1.8	-1.7
O=C(CSc1nnnn1C1CCCC1)Nc1ccc2c(c1)OCCO2	-1.1	3.4	-1.6	nt	nt	nt	4.2	-3.1
COC(=O)C1CCN(C(=O)N2CCOCC2)CC1	nt	-11.0	-1.8	4.0	nt	0.0	12.0	2.1
O=C(C[C@H]1CC[C@@H]2[C@H](COC[C@H](O)CN2C(=O)c2ccc(F)cc2)O1)NCCCN1CCOCC1	0.7	8.2	-2.4	-5.9	0.1	-8.6	-0.8	-1.1
C[C@H](CO)N1C[C@H](C)[C@@H](CN(C)Cc2ccc(Oc3ccccc3)cc2)Oc2c(NC(=O)C3CC3)cccc2C1=O	0.9&2.9	6.0&-18.8	0.9&0.1	1.4&-0.2	0.2&-0.2	-2.0&-7.8	-15.8&-31.7	2.7&-1.7
CCN1CCN(C(=S)c2ccc(OC)cc2)CC1	-1.2	-6.4	10.8	5.0	0.0	-10.7	nt	2.3
CCOC(=O)c1cc(-c2csc(-c3ccc(C(F)(F)F)cc3)n2)on1	0.3	5.6	0.4	nt	-0.1	nt	16.8	2.8
CS(=O)(=O)N1c2ccccc2[C@@]2(Br)C[C@H]3C(=O)N[C@@H](Cc4ccccc4)C(=O)N3[C@@H]12	-1.5	-3.7	3.2	-6.6	0.1	-4.2	-13.8	0.3
COc1ccccc1-c1nc2ccc(Cl)cc2c(=O)n1O	-1.2	-6.9	2.4	nt	0.1	nt	30.8	1.2
SMILES	CFTR F508del cor	RAD52 inh	ARNT-TACC3 inh	RAD54 inh	Xi reactivation	esBAF inh	GSIS activator	ERAP1 HTS inh
COC(=O)CSc1nnc(CNC(=O)c2ccc(S(=O)(=O)N(C)C)cc2)n1C	3.6	-15.5	-6.7	nt	0.2	nt	-4.1	-1.0
COc1ccc(C(=O)COC(=O)C2CCN(S(=O)(=O)c3cccc4cccnc34)CC2)cc1	nt	nt	-1.2	1.8	0.2	nt	-17.5	nt
C[C@@H]1CN([C@@H](C)CO)C(=O)Cc2cc(NC(=O)C3CCCCC3)ccc2O[C@@H]1CN(C)C	-2.3	-0.6	-1.0	1.4	0.0	-1.5	10.5	3.5
S=c1[nH]nc(-c2cc(-c3ccccc3)n[nH]2)n1/N=C/c1c(Cl)cccc1Cl	1.6	-9.0	-4.5	nt	0.1	nt	-4.6	nt
O=C(CN1CCOCC1)n1c2ccccc2c2ccccc21	nt	nt	-3.6	15.5	nt	-1.2	4.2	nt
Cc1cc(S(=O)(=O)Nc2ccc(C(=O)NCC(c3ccco3)N3CCCCC3)cc2)ccc1F (centres undefined)	1.0	-28.1	10.2	-0.9	0.1	nt	-9.5	3.1
COC(=O)c1sc(NC(=O)c2c(-c3ccccc3)noc2C)nc1C	-0.8	-2.9	-4.9	-5.9	0.0	1.9	-5.7	0.4
O=C(NNC(=O)c1cccc(Br)c1)Nc1ccc(Cl)cc1	1.0	-7.3	-0.9	-0.8	0.0	-2.0	5.2	-0.2
O=C(NCCC(c1ccccc1)c1ccccc1)c1cnc2sccn2c1=O	0.9	-11.1	-8.3	nt	-0.8	nt	4.5	6.3
CCCCNC(=O)NS(=O)(=O)c1cnccc1Sc1ccc(Cl)cc1	nt	nt	-4.5	-2.1	nt	-5.2	8.7	nt
Nc1cc(Oc2cccnc2)cc([N+](=O)[O-])c1	-9.4	-1.1	-0.3	nt	0.2	nt	14.1	-1.5
C[N+](C)(C)CCC(=O)N1C/C(=C/c2ccccc2)C(=O)/C(=C\c2ccccc2)C1	-4.1	43.4	-1.0	nt	0.1	nt	-17.9	3.7
CN(C)C(=O)c1cn(-c2ccccc2)c(=O)c2ccccc12	nt	-11.3	-3.3	-8.5	nt	-0.3	6.4	-2.3
Cc1cc(OC(=O)c2ccc(C(F)(F)F)cc2)c([N+](=O)[O-])c(=O)[nH]1	-2.4	-13.1	-9.0	-3.6	0.3	-1.6	7.8	-4.8
CC1CCCC(C)N1c1ccc(S(=O)(=O)N2CCOCC2)cc1Cl (centres undefined)	0.9	-2.7	0.4	-1.3	0.4	0.6	-8.7	0.9
C[C@@H]1CN([C@@H](C)CO)C(=O)c2cc(N(C)C)ccc2O[C@@H](C)CCCCO[C@@H]1CN(C)C(=O)Nc1ccc(C(F)(F)F)cc1	1.5	nt	nt	nt	0.1	0.6	-6.6	nt
Cc1sc2ncn(CC(=O)N3CCN(c4ccccc4F)CC3)c(=O)c2c1S(=O)(=O)N1CCOCC1	-3.2	-4.9	-2.8	12.3	0.1	-2.1	18.6	5.6
CSc1ncccc1C(=O)Nc1cccc(S(=O)(=O)N2CCCCCC2)c1	-1.2	-22.4	2.9	-2.1	0.1	-20.1	-4.8	1.4
CC[C@H](C)[C@@H]1NC(=O)[C@@H](CC(C)C)NC(=O)[C@H](C(C)C)NC(=O)[C@H]2CSSC[C@H](NC1=O)C(=O)N2	-11.1	-17.2	nt	8.9	-0.1	-85.9	6.8	2.8
COc1cccc(C(=O)Nc2ccc3c(c2)C(=O)N(C)[C@@H]2CC[C@H](CC(=O)N[C@@H](C)c4ccccc4)O[C@@H]2CO3)c1	-1.5	-0.3	-3.6	5.5	0.0	0.0	-5.4	0.4
C[C@H](CO)N1C[C@H](C)[C@H](CN(C)S(=O)(=O)c2ccccc2)Oc2ccc(NC(=O)Nc3ccccc3)cc2C1=O	-1.4	0.8	-3.0	2.7	-0.3	0.4	-11.6	0.0
CCOC(=O)c1cc(-c2ccc(OC)cc2)nn1-c1ccccc1C(=O)O	-3.3	16.7	-5.0	-13.3	1.5	0.4	2.2	0.8
O=C(Cc1c[nH]c2ccccc12)NCc1ccco1	-2.1	-14.0	13.9	nt	0.2	nt	-8.6	5.9
O=C(CCl)NC1(C(=O)O)CCCC1	4.2	-8.8	nt	-7.4	0.0	2.2	0.9	1.8
CNC[C@@H]1Oc2ncc(Br)cc2C(=O)N([C@H](C)CO)C[C@H]1C	3.9	nt	nt	nt	0.5	4.2	10.2	nt

Another view of 5 compounds above.
Every second line gives: CFTR F508del cor, RAD52 inh, ARNT-TACC3 inh, RAD54 inh, Xi reactivation, esBAF inh, GSIS activator, ERAP1 HTS inh
C[C@H](CO)N1C[C@H](C)[C@H](CN(C)S(=O)(=O)c2ccccc2)Oc2ccc(NC(=O)Nc3ccccc3)cc2C1=O
 : -1.4, 0.8, -3.0, 2.7, -0.3, 0.4, -11.6, 0.0
CCOC(=O)c1cc(-c2ccc(OC)cc2)nn1-c1ccccc1C(=O)O
 : -3.3, 16.7, -5.0, -13.3, 1.5, 0.4, 2.2, 0.8
O=C(Cc1c[nH]c2ccccc12)NCc1ccco1
 : -2.1, -14.0, 13.9, nt, 0.2, nt, -8.6, 5.9
O=C(CCl)NC1(C(=O)O)CCCC1
 : 4.2, -8.8, nt, -7.4, 0.0, 2.2, 0.9, 1.8
CNC[C@@H]1Oc2ncc(Br)cc2C(=O)N([C@H](C)CO)C[C@H]1C
 : 3.9, nt, nt, nt, 0.5, 4.2, 10.2, nt

Other records.
SMILES	CFTR F508del cor	RAD52 inh	ARNT-TACC3 inh	RAD54 inh	Xi reactivation	esBAF inh	GSIS activator	ERAP1 HTS inh
C[C@H](CO)N1C[C@H](C)[C@H](CN(C)C(=O)Cc2cccnc2)Oc2ncc(Br)cc2C1=O	0.7&1.3	-9.5&1.7	-5.4	-6.2&-5.7	-0.1&0.5	-4.3&4.7	7.1&0.1	-2.9&-5.5
Cc1cc(NC(=O)c2cccc(Br)c2)n[nH]1	-0.6	-11.0	1.8	4.8	0.0	47.3*	9.1	-2.8
C[C@H]1CN([C@@H](C)CO)C(=O)c2c(c3ccccc3n2C)-c2ccccc2CO[C@@H]1CN(C)Cc1cccc(C(F)(F)F)c1	-2.3	-6.3	nt	nt	0.0	nt	5.0	1.1
C/C(=N\NC(=O)c1c[nH]c2ccccc12)c1ccccn1	6.7	-24.9	76.7*	nt	0.5	nt	17.5	2.6
CC(C)NC(=O)N(C)C[C@H]1OCc2cn(nn2)CCCC(=O)N([C@H](C)CO)C[C@@H]1C	-1.0&1.2	8.6&-10.0	-18.2	-11.2	0.0&-0.1	-2.5	-0.2&8.1	-0.2&1.8
COc1ccc(C(=O)Nc2cccc(C(=O)NCc3ccco3)c2)cc1	-1.5	-20.0	0.8	7.6	0.0	nt	-7.1	-0.4
CN(C)/C=C/c1c([N+](=O)[O-])c2ccc(O)cc2n1-c1ccccc1	-3.8	-18.3	-0.8	nt	0.0	-15.2	nt	-1.3
